Assay outcomes from PubChem.
HePTP inhibitor – inhibitors of human HePTP phosphatase | 110,000 compounds, 0.64% hits | recombinant HePTP phosphatase activity, OD absorbance | P35236 | inhibition, % at 20 µM; in the data active = inhibition above about 50%;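 note: plate controls were vehicle for no effect and reference inhibitor for full effect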
BAP1 block – inhibitors of human BAP1 deubiquitinase | Q92560 | recombinant BAP1, Ub-AMC hydrolysis fluorescence kinetic; stronger effect = lower value | 72,000 compounds, 0.48% hits | AID 436 | activity remaining (% of control), % at 20 µM;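 active = activity remaining at or below 50% of control, provided the compound also passes the data quality filters; inactive = the rest, including low values that fail the filters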;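 note: 100% = DMSO wells rate and 0% = substrate alone blank rate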
Target sequence (Q92560 whole entry, looked up): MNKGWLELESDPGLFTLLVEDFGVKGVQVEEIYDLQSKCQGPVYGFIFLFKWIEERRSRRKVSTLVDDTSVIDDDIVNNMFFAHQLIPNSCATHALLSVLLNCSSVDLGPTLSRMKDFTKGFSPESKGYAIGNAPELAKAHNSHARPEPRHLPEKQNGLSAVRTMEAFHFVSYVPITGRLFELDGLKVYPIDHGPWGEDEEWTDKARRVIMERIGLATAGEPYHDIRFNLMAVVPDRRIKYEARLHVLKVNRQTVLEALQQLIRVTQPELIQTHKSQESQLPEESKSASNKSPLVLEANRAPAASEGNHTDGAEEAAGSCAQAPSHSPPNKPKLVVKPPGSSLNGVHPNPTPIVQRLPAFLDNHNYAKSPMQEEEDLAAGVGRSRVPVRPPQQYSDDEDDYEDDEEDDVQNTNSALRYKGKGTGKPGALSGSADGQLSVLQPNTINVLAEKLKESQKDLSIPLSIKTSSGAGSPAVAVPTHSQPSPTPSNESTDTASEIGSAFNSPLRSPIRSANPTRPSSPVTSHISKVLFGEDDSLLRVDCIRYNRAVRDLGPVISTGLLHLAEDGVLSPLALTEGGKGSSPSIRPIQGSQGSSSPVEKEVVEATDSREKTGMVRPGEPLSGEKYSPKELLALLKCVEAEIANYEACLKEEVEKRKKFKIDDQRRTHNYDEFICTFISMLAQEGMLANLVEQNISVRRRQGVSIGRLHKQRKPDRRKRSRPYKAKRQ
Active calls of the source: *; nt = not tested or not shown; & = joins results of further samples.

HePTP inhibitor	BAP1 block	Molecule
4	104	COc1ccc(CCNC(=O)COc2nsnc2N2CCOCC2)cc1OC
-6	83	CN(C)C(=O)C12CCC(C)(c3nc4ccccc4nc31)C2(C)C (stereo not drawn)
1	nt	C=C1CC(C)OC(c2ccccc2O)C1 (stereo not drawn)
-6	nt	Cc1ccc(C(=O)NCCc2nc3ccccc3[nH]2)cc1[N+](=O)[O-]
-5	107	COc1ccc(OC)c(N)c1
-5	nt	COc1ccc(C2(CNCC(O)COc3ccccc3)CCCC2)cc1OC (stereo not drawn)
nt	271	COc1ccc(C(=O)Nc2cccc(NC(=O)c3cccc(Cl)c3)c2)cc1OC
-10	77	Cc1cc(-c2cc(N)n(-c3ccccc3)n2)c(C)n1C1CCCC1
2	117	O=C(O)c1ccccc1S(=O)(=O)Cc1ccccc1
8	84	Cc1cccc(C)c1NC(=O)CSc1nnnn1C
6	96	CCOC(=O)N1CCN(c2c(NCCCN(CC)Cc3ccccc3)c(=O)c2=O)CC1
-7	nt	Cc1cc(Cn2ccnc2)c(C)c([N+](=O)[O-])c1Cn1ccnc1
11	99	CCN(CC)S(=O)(=O)c1ccc(/C(O)=C2/C(=O)C(=O)N(CCOC)C2c2ccccc2)cc1 (stereo not drawn)
-16	nt	O=C1NC(=Nc2ccc(Br)cc2)S/C1=C\c1ccc2c(c1)OCO2
2	120	Cc1cccc(C)c1OCCOCCN1CCN(C)CC1
7	76	COc1c2occc2c(OC)c2c(=O)cc(C)oc12
9	135	CCCN1Cc2cccc(C(=O)NCc3ccccc3)c2C1=O
8	85	CCc1noc(C)c1C(=O)N1CCCC1
0	145	C=CCSc1nnc2n(CCc3ccccc3)c(=O)c3c4c(sc3n12)COC(C)(C)C4
8	nt	COc1ccc(C2=C/C(=C3\OC(=O)c4ccccc43)C(=O)O2)cc1OC
-6	nt	COCCOC(=O)c1c(C)oc2ccc(OCC(N)=O)cc12
10	102	NC(=O)C1(N2CCCCC2)CCN(C(=O)CSc2nc3ccccc3s2)CC1
3	nt	COc1cc(C=O)ccc1Oc1nc(Nc2ccc(F)cc2F)nc(N2CCOCC2)n1
5	nt	CCc1ccc(CN2CCN(S(=O)(=O)c3ccc(Cl)cc3)CC2)cc1
-3	nt	C=C(C)c1cccc(C(C)(C)NC(=O)Nc2ccc(I)cc2)c1
10	137	COc1ccccc1-c1noc(-c2ccccc2)n1
nt	61	CCN(CC)c1nc(Nc2ccccc2)nc(OC(C(F)(F)F)C(F)(F)F)n1
2	92	COc1ccc(-c2nc(N3CCCC3)nc3nn4c(C)cc(C)nc4c23)cc1
2	nt	COc1ccc(C)cc1NC(=O)c1ccc(-n2cnnn2)cc1
-4	nt	Cc1occc1C(=O)N/N=C/c1ccc[nH]1
14	nt	CCN(CC)c1ccc(/C=C2/C(=O)NN(c3ccc(I)cc3)C2=O)c(O)c1
0	77	COc1ccc2c(c1OC)C(=O)OC2Nn1cncn1 (stereo not drawn)
-8	79	CN(C)S(=O)(=O)c1ccc(S(=O)(=O)Nc2ccc3c(c2)oc2ccccc23)cc1
7	nt	OC(COc1cccc(OCC(O)CN2CCCCC2)c1)CN1CCCCC1 (stereo not drawn)
nt	106	Cc1n[nH]c(=O)nc1NC1CCCCC1
-9	nt	NS(=O)(=O)c1ccc(NC(=O)C2CC2(c2ccccc2)c2ccccc2)cc1 (stereo not drawn)
2	nt	Cc1ccc(C2Nc3ccccc3-c3nc4ccccc4n32)o1 (stereo not drawn)
6	nt	CCN(CC)CCNC(=O)c1ccc(NC(=S)NC(=O)c2cccnc2)cc1
3	nt	COCCNCCOc1c(C)cc(Cl)cc1Cl
6&-14	91	CCCc1c(C)c2cccc(C)c2[nH]c1=O
7	85	Cc1cccc(NC(=O)c2cnc3ccccn3c2=O)c1
-13	nt	O=C(/C=C/c1cc(Br)cs1)Nc1cccc2cccnc12
-1	nt	C#CCSc1nncn1C(=O)/C=C/c1ccccc1
3	nt	CCOC(=O)c1c(NC(=O)CCC(=O)OC)sc2c1CC(C)(C)SC2
10	97	CCOCCNC(=O)c1ccccc1C(=O)NCCOCC
8	63	COc1cccc(C(=O)Cn2c(=N)n(C)c3ccccc32)c1
5	nt	O=S(=O)(Nc1cccc(-c2nc3ccccc3s2)c1)c1ccccc1
11	93	CC(=O)Nc1ccc(NC(=O)C2CC(=O)N(c3cccc(C)c3C)C2)cc1 (stereo not drawn)
11	110	COc1cccc(S(=O)(=O)Nc2ccc(C(=O)NCc3ccco3)cc2)c1
-16	nt	COc1ccc(-c2nc(-c3cc4cc([N+](=O)[O-])c(O)cc4oc3=O)cs2)cc1
-10	nt	O=C1NC(=Nc2ccc(O)cc2)S/C1=C/c1ccccc1
-11	nt	Cc1ccc(OCc2nn3c(-c4n[nH]c5c4CCC5)nnc3s2)cc1
4	83	O=C(NCCSc1c[nH]c2ccccc12)c1ccc(Br)o1
-1	82	COc1ccc(/C(O)=C(\C#N)c2nc3ccccc3n2C)cc1OC
6	110	CC(=O)Nc1cccc(NC(=O)CCn2c(=O)sc3ccccc32)c1
1	103	Cc1ccc(S(=O)(=O)N2CCC(C(=O)N3CCC(C(=O)NCC4CCCO4)CC3)CC2)cc1 (stereo not drawn)
-2	97	CCc1ccc(CCC(=O)Nc2nc(CC(C)=O)ns2)o1
-4	nt	O=C(Nc1ccc(S(=O)(=O)N2CCCCCC2)cc1)C(F)(F)F
-9	94	CC(=O)c1ccc(NC(=O)N[C@@H](CC(C)C)C(=O)O)cc1
0	nt	CC(C)c1ccc(N2C(=O)/C(=C/c3cc(Cl)c(O)c(Cl)c3)C(=O)NC2=S)cc1

More entries follow.
HePTP inhibitor	BAP1 block	Molecule
6	nt	O=C1NC(=S)S/C1=C\c1ccc(N2CCCCC2)c([N+](=O)[O-])c1
-10	nt	Cc1cccc(N2C(=O)NC(=O)/C(=C\c3ccc(Oc4ccc([N+](=O)[O-])cn4)cc3)C2=O)c1
5	102	Cc1cccc(-n2c(Cc3cc(=O)[nH]c(=O)[nH]3)nnc2SCC(=O)NCc2ccco2)c1
nt	92	O=c1c(O)c(-c2ccccc2)oc2ccccc12
0	94	C=CCn1c(=S)[nH]c2nc3c(cc2c1=O)CCCC3
nt	224	CCOC(=O)c1cccc(NC(=O)C(C(C)C)N2C(=O)c3ccccc3C2=O)c1 (stereo not drawn)
8	121	O=C(c1cc2ccccc2oc1=O)N1CCN(c2ccccn2)CC1
-6	nt	O=C(Nc1ccccc1F)c1cnccn1
-1	nt	Cc1ccc(-n2c(=O)c3c4c(sc3n3c(=S)[nH]nc23)CC(C(C)(C)C)CC4)cc1 (stereo not drawn)
5	98	CCCCOc1c(Cl)cc(CNC(C)(C)CO)cc1OCC
0	62	CCc1cc2c(=O)c(-c3nc4ccccc4n3C)c(C)oc2c(CN2CCN(CCO)CC2)c1O
8	96	NCc1ccc(S(N)(=O)=O)cc1
3	92	c1ccc(Cn2nnc3c(N4CCN(Cc5ccc6c(c5)OCO6)CC4)ncnc32)cc1
0	80	CN(Cc1ccccc1)C(=O)c1cc(-c2ccc(Br)cc2)on1
9	nt	CC(=N/O)/C(C)=N\NS(=O)(=O)c1ccc(C)cc1

For reference, part of the list above.
HePTP inhibitor	BAP1 block	Molecule
-3	nt	C=C(C)c1cccc(C(C)(C)NC(=O)Nc2ccc(I)cc2)c1
10	137	COc1ccccc1-c1noc(-c2ccccc2)n1
nt	61	CCN(CC)c1nc(Nc2ccccc2)nc(OC(C(F)(F)F)C(F)(F)F)n1
2	92	COc1ccc(-c2nc(N3CCCC3)nc3nn4c(C)cc(C)nc4c23)cc1
2	nt	COc1ccc(C)cc1NC(=O)c1ccc(-n2cnnn2)cc1

Remaining list, next part.
HePTP inhibitor	BAP1 block	Molecule
-1	nt	O=C(NC1CCN(Cc2ccccc2)CC1)c1ccccc1Cl
-9	nt	O=C(CCCOc1ccccc1)Nc1nnc(C2CCCO2)s1 (stereo not drawn)
-3	nt	Cc1ccc(N2C(=O)S/C(=C/c3ccc4c(c3)OCO4)C2=O)cc1
-7	nt	Cc1ccc(N(CC(=O)NCc2ccncc2)S(C)(=O)=O)cc1
5	100	Cc1ccc(NS(=O)(=O)c2cccc(C(=O)N3CCOCC3)c2)cc1
14	nt	COc1ccc(/C=C2\C(=O)NC(=O)N(c3ccccc3Cl)C2=O)cc1Br
-6	86	CCOC(=O)N1CCC(NC(=O)Cn2cccc2C(=O)c2ccccc2C)CC1
1	nt	C(=N\N1CCN(c2ccccn2)CC1)/c1ccco1
2	nt	O=C(CCS(=O)(=O)c1cccc2nonc12)N1CCN(c2ccc(F)cc2)CC1
5	94	O=C(NCCc1ccncc1)C(F)(F)F
2	80	O=C(CCCOc1ccccc1)Nc1ccncc1
-3	nt	CC(=O)COc1ccc2c(C)cc(=O)oc2c1I
-16	nt	Cc1c(C)c2ccc(OCC(=O)c3ccccc3)c(C)c2oc1=O
4	nt	Cc1ccc(/C=C/C(=O)Nc2ncc(Cc3ccc(F)cc3)s2)o1
6	126	COc1cc(NC(=O)CSc2nc(C)cs2)cc(OC)c1
5	nt	Cc1ccc(NC(=O)C2CC(=O)N(c3ccc(C)cc3)C2)cc1 (stereo not drawn)
-1	nt	NS(=O)(=O)c1cccc(NC(=O)c2ccc(OCc3ccccc3)cc2)c1
8	nt	Cc1cnn(-c2cc(C(F)(F)F)nc(-c3ccccc3)n2)c1
2	117	CCN1CC2=C(OC(N)=C(C#N)C2c2ccccc2)/C(=C\c2ccccc2)C1 (stereo not drawn)
-10	nt	O=c1[nH]c(=S)[nH]c2sc3c(c12)CCc1ccccc1-3
-18	nt	Cc1ccc(-c2csc(NC(=O)c3cccc(Br)c3)n2)cc1
6	101&128	CCOC(=O)c1cccc(NC(=O)C(C)N2C(=O)c3ccccc3C2=O)c1 (stereo not drawn)
nt	107	Cn1c(SCc2ccon2)nc2ccccc2c1=O
7	117	C=CS(=O)(=O)c1ccc(Oc2ccc(S(=O)(=O)C=C)cc2)cc1
-12	nt	N#C/C(=C\c1ccccc1Cl)c1nc(-c2ccc(Cl)c(Cl)c2)cs1
5	99	CCn1c(SCC(=O)Nc2ccccc2C(=O)OC)nc2c1c(=O)n(C)c(=O)n2C
2	nt	CC(=O)Nn1c(O)c(C2=c3cc(C)ccc3=NC2=O)sc1=S
-7	101	COc1ccc(/C=N/n2c(N)nc3ccccc32)cc1OC
-8	nt	Cc1cccc(OCC(=O)O/N=C(\N)Cc2cccs2)c1
-7	nt	Cc1nnc(N/N=C/c2cccc([N+](=O)[O-])c2)[nH]c1=O
11	nt	CC(C)C(NS(=O)(=O)c1ccc(Cl)cc1)C(=O)NN (stereo not drawn)

Quoted from the results shown (28 entries):
HePTP inhibitor	BAP1 block	Molecule
-1	nt	O=C(NC1CCN(Cc2ccccc2)CC1)c1ccccc1Cl
-9	nt	O=C(CCCOc1ccccc1)Nc1nnc(C2CCCO2)s1 (stereo not drawn)
-3	nt	Cc1ccc(N2C(=O)S/C(=C/c3ccc4c(c3)OCO4)C2=O)cc1
-7	nt	Cc1ccc(N(CC(=O)NCc2ccncc2)S(C)(=O)=O)cc1
5	100	Cc1ccc(NS(=O)(=O)c2cccc(C(=O)N3CCOCC3)c2)cc1
14	nt	COc1ccc(/C=C2\C(=O)NC(=O)N(c3ccccc3Cl)C2=O)cc1Br
-6	86	CCOC(=O)N1CCC(NC(=O)Cn2cccc2C(=O)c2ccccc2C)CC1
1	nt	C(=N\N1CCN(c2ccccn2)CC1)/c1ccco1
2	nt	O=C(CCS(=O)(=O)c1cccc2nonc12)N1CCN(c2ccc(F)cc2)CC1
5	94	O=C(NCCc1ccncc1)C(F)(F)F
2	80	O=C(CCCOc1ccccc1)Nc1ccncc1
-3	nt	CC(=O)COc1ccc2c(C)cc(=O)oc2c1I
-16	nt	Cc1c(C)c2ccc(OCC(=O)c3ccccc3)c(C)c2oc1=O
4	nt	Cc1ccc(/C=C/C(=O)Nc2ncc(Cc3ccc(F)cc3)s2)o1
6	126	COc1cc(NC(=O)CSc2nc(C)cs2)cc(OC)c1
5	nt	Cc1ccc(NC(=O)C2CC(=O)N(c3ccc(C)cc3)C2)cc1 (stereo not drawn)
-1	nt	NS(=O)(=O)c1cccc(NC(=O)c2ccc(OCc3ccccc3)cc2)c1
8	nt	Cc1cnn(-c2cc(C(F)(F)F)nc(-c3ccccc3)n2)c1
2	117	CCN1CC2=C(OC(N)=C(C#N)C2c2ccccc2)/C(=C\c2ccccc2)C1 (stereo not drawn)
-10	nt	O=c1[nH]c(=S)[nH]c2sc3c(c12)CCc1ccccc1-3
-18	nt	Cc1ccc(-c2csc(NC(=O)c3cccc(Br)c3)n2)cc1
6	101&128	CCOC(=O)c1cccc(NC(=O)C(C)N2C(=O)c3ccccc3C2=O)c1 (stereo not drawn)
nt	107	Cn1c(SCc2ccon2)nc2ccccc2c1=O
7	117	C=CS(=O)(=O)c1ccc(Oc2ccc(S(=O)(=O)C=C)cc2)cc1
-12	nt	N#C/C(=C\c1ccccc1Cl)c1nc(-c2ccc(Cl)c(Cl)c2)cs1
5	99	CCn1c(SCC(=O)Nc2ccccc2C(=O)OC)nc2c1c(=O)n(C)c(=O)n2C
2	nt	CC(=O)Nn1c(O)c(C2=c3cc(C)ccc3=NC2=O)sc1=S
-7	101	COc1ccc(/C=N/n2c(N)nc3ccccc32)cc1OC
